APJ ag – agonists of human APJ apelin receptor | CHO-K1 APJ PathHunter beta-arrestin, luminescence; 0% DMSO wells, 100% apelin | activation, % at 20 µM | AID 2520 | 0.11% of 330,000 active | P35414;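 active means activation more than six SD over the plate average, tested at 20 µM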;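 further: 0% = DMSO alone and 100% = apelin-13 at 10 nM; some results filed as inactive read as strong as hits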
Target sequence (P35414 whole entry, looked up): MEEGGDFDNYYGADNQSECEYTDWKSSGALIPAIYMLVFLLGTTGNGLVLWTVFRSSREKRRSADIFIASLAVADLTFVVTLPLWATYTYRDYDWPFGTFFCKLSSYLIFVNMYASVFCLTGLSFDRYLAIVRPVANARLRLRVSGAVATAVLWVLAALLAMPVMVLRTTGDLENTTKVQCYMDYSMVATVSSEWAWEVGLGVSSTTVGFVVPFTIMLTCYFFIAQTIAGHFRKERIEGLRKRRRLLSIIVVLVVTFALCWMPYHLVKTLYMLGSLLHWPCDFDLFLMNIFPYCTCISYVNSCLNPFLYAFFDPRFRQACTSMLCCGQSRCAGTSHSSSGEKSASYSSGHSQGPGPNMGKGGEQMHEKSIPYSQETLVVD
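Assay system: CHO-K1 APJ beta-arrestin complementation cell line / Compound: single test compound dose, 20 µM final, 1% DMSO / Times: overnight seeding, 90 min compound at 25 °C, 1 h detection / Technique: beta-gal luminescence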
EBI2 block – antagonists of human EBI2 receptor | P32249 | EBI2 beta-arrestin recruitment, luminescence, 7a,25-OHC stimulated | inhibition, % at 5 µM | 0.81% of 360,000 active; in the data active means inhibition above about 38%;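 further: enzyme fragment complementation signal reports receptor beta-arrestin coupling in cells; 0% = agonist plus DMSO wells and 100% = wells without agonist; some results beyond the cut were filed as inactive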
Target sequence (P32249 whole entry, looked up, the tested form may be a part): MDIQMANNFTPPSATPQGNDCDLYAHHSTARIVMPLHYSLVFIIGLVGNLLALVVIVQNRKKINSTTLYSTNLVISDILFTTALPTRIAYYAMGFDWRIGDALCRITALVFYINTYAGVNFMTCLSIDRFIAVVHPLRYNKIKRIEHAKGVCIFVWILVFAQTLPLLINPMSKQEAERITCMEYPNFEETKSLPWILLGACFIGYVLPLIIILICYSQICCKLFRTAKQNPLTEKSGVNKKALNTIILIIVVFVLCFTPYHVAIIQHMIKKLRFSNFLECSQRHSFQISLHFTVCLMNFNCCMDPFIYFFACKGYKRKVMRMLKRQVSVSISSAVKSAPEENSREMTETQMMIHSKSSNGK
tim23-1 inh – growth inhibitors of tim23-1 mutant yeast. S. cerevisiae tim23-1 growth, BacTiter-Glo luminescence, 24 h. inhibition, % at 20 µM. 1.3% of 330,000 active;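 active means growth inhibition of the mutant yeast at or above 50%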;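 further: temperature-sensitive mutant grown at 25 °C; plate controls were DMSO-treated mutant yeast for no effect and medium wells lacking yeast for full effect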
UPR XBP1 act – activators of adaptive arm of unfolded protein response (XBP1); CHO-XBP1 luciferase reporter, IRE1-XBP1 UPR activation, luminescence; percent of tunicamycin response, DMSO as zero; activation, % at 20 µM; 0.33% of 330,000 active; AID 463104;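 active means versus positive control, 20 µM dose yields 30% or more activation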;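 further: 100% = tunicamycin at 10 µg/mL and 0% = DMSO only wells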
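incubation = overnight seeding at 37 °C, 6 h compound treatment at 37 °C | assay system = CHO-XBP1 cells stably carrying IRE1-XBP1-driven luciferase reporter | input = 1000 cells per well | detection = luciferase luminescence | dosing = single point, 20 µM final compound, 1% DMSO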
APJ antag – blocks the human apelin receptor APJ. AID 2521. P35414. CHO-K1 APJ beta-arrestin complementation, luminescence. 0.32% of 330,000 active. inhibition, % at 20 µM;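 active means inhibition above about 40% at 20 µM, limit read from the data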;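 further: cells challenged with 10 nM apelin-13 agonist together with compound; plate controls were apelin-13 plus DMSO wells for no effect and DMSO wells lacking apelin-13 for full effect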
Mdm2-MdmX inh – human Mdm2/MdmX binding inhibition; O15151+Q00987; SaOS-2 split-luciferase Mdm2/MdmX complementation, luminescence; inhibition, % at 8 µM; 3% of 330,000 active;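 active means inhibition of at least 50% at 8 µM in the primary screen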
CHOP UPR activ – activators of apoptotic arm of unfolded protein response (CHOP). CHO-CHOP luciferase reporter, UPR activation, luminescence; percent of tunicamycin response over DMSO baseline. activation, % at 10 µM. 0.34% of 330,000 active. AID 449763;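 active means at 10 µM dose, activation of 40% or more, normalized to positive control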;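 further: 100% = tunicamycin at 10 µg/mL and 0% = DMSO alone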
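assay system = CHO CHOP reporter cells | amount = 500 CHO-CHOP cells per well | buffer or medium = F12 with 10% FBS | incubation = 16-18 h cell attachment, then 6 h compound exposure, 37 °C | detection = luminescence read with Steady-Glo | read-out = percent activation relative to tunicamycin control | controls = tunicamycin high control, DMSO low control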
CCR6 antag – CCR6 (human) receptor antagonism. P51684. CHO-K1 CCR6 PathHunter beta-arrestin, luminescence, CCL20-stimulated. inhibition, % at 20 µM. 0.49% of 340,000 active;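 active means compounds whose inhibition of the agonist-driven luminescence signal at 20 µM reaches about 50%, limit read from the data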;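 further: cells stimulated with CCL20 at 14 nM final; plate controls were DMSO with CCL20 for no effect and DMSO without agonist for full effect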
CXCR6 block – blocks human CXCR6 beta-arrestin recruitment; O00574; CHO-K1 PathHunter CXCR6 beta-arrestin, luminescence; inhibition, % at 20 µM; 0.36% of 360,000 active; in the data active means inhibition above about 34%, passing the limit was not always enough;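 further: antagonist mode with CXCL16 agonist at 10 nM final; 0% = 10 nM CXCL16 with DMSO and 100% = unstimulated wells without agonist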
Target sequence (O00574 whole entry, looked up): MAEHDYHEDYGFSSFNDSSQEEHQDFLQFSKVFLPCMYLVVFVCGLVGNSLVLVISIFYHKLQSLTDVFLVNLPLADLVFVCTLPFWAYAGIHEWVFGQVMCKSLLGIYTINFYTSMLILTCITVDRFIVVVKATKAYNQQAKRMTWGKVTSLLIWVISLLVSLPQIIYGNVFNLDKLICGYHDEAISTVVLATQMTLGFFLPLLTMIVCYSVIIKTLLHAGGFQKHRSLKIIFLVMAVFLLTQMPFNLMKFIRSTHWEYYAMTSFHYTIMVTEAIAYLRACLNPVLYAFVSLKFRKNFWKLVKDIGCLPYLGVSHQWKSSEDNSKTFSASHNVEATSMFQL
An asterisk follows results filed as active; · = no result given. An excerpt; the hit share may differ from the screen's.

SMILES	APJ ag	EBI2 block	tim23-1 inh	UPR XBP1 act	APJ antag	Mdm2-MdmX inh	CHOP UPR activ	CCR6 antag	CXCR6 block
COc1cccc(CNC(=O)c2cccc(Br)c2)c1	-2	9	24	2	10	10	2.6	3	-4
CC(C)(C)Cc1nnc(NS(C)(=O)=O)s1	-1	-10	17	-1	-13	3	-1.0	-2	3
CC(C)(CNS(=O)(=O)c1ccc2c(c1)OCCO2)N1CCOCC1	-3	-15	5	-3	10	-7	1.4	11	-5
O=C(COC(=O)c1ccc(F)cc1F)NCCC1=CCCCC1	-1	-5	34	3	-1	3	-0.1	15	0
Cc1cc(C(=O)Nc2ccccc2C#N)n(-c2ccccc2)n1	-3	3	16	0	19	27	0.8	9	1
COc1ccc(NC(=O)CN(C)C(=O)/C=C/c2cn(-c3ccccc3)nc2-c2ccc(F)cc2)cc1	6	15	7	-2	4	24	2.8	14	-1
Cc1ccc(S(=O)(=O)N(Cc2cccc(F)c2)C(=O)N2CCN(C)CC2)cc1	1	-4	3	-2	13	20	0.0	9	-5
O=c1[nH]c2cc([N+](=O)[O-])c([N+](=O)[O-])cc2[nH]c1=O	0	-1	9	1	5	-9	1.9	4	9
COCCn1c(-c2ccc(F)cc2)nc2oc3cc(OC)ccc3c(=O)c2c1=O	-1	1	5	-2	-10	19	-1.5	10	8
CCOc1ccc2cc(C#N)c(SCC(=O)N3CCOCC3)nc2c1	1	-6	23	4	-20	-103	2.3	-3	-6
C[C@H]1CN([C@@H](C)CO)C(=O)c2cccc(NC(=O)c3cnccn3)c2O[C@@H]1CN(C)C(=O)Nc1ccc2c(c1)OCO2	0	4	-1	-3	8	20	1.4	1	2
O=C(Nc1cc(S(=O)(=O)N2CCOCC2)ccc1O)c1ccc(S(=O)(=O)N2CCCCC2)cc1	-1	-4	-4	-1	-7	6	-0.5	6	4
O=C(CC1(O)C(=O)N(Cc2ccc3c(c2)OCO3)c2ccccc21)c1ccccc1 (stereo unspecified)	-4	-8	25	1	-6	38	-3.1	-15	1
O=C(CCC(=O)c1cccs1)OCC(=O)N1CCN(C(=O)c2ccco2)CC1	-3	-1	3	-2	1	-5	-3.1	-6	-8
COc1ccc(NS(=O)(=O)c2ccc3c(c2)NC(=O)CO3)c(OC)c1	3	9	6	-6	-3	-7	-0.7	-2	2
CN(C)c1ccc(C(CNS(=O)(=O)c2ccc3ccccc3c2)c2c[nH]c3ccccc23)cc1 (stereo unspecified)	-3	4	22	-1	-1	11	0.8	22	6
CCN(Cc1ccccc1)C(=O)Cc1c[nH]c2ccccc12	0	-12	11	-1	-1	-1	-0.1	13	-1
O=C(COC(=O)Cc1ccc(Br)cc1)Nc1ccc(N2CCOCC2)cc1	-2	-3	11	-2	-3	-25	3.8	-3	8
CCN(CC)CCN1C(=O)/C(=C\c2ccc(Cl)c([N+](=O)[O-])c2)SC1=Nc1ccc(OC)cc1	-1	73*	66*	4	21	100*	24	25	1
O=C(COc1ccccc1Br)NC(=O)NC1CCCC1	-3	-4	25	6	-8	-78	3.2	22	2
CC(=O)c1ccc(NC(=S)Nc2ccc3cn[nH]c3c2)cc1	-3	2	29	-2	-36	22	-0.3	3	2
COc1ccc(OC)c(S(=O)(=O)Nc2ccc(F)cc2)c1	2	2	-5	0	13	14	-2.5	4	0
Cc1ccc(Nc2nc(NCCO)c3ccccc3n2)cc1C	15	-47	25	39*	-15	55*	14	-12	-4
COC(=O)c1cc(OC)c(OC)cc1N1C(=O)CC(C)(C)CC1=O	1	3	1	-1	16	10	-0.2	6	1
Cc1ccc2c(c1)CCCN2C(=O)c1ccncc1	-4	-4	10	0	-6	11	0.0	-13	-5
CCOC(=O)c1c(C)[nH]c(N=Nc2ccc(C)cc2)c1C	-3	24	28	12	8	-168	4.6	16	10
CCOc1ccc(C(=S)N2CCCC2)c(OCC)c1	-4	-1	19	1	2	-11	2.1	2	-1
O=C1O/C(=C\C(=O)N2CCOCC2)c2ccccc21	6	-1	15	0	-19	7	0.0	13	-6
O=C(CCN1CCCCO1)N1CCCC(Nc2ccc(F)cc2)C1 (stereo unspecified)	-3	-3	-4	-1	17	20	0.7	7	-3
CCOc1ccc(-n2c(C)cc(C(=O)CCl)c2C)cc1	-1	-7	30	70*	1	94*	244*	3	-17
CCc1ccccc1S(=O)(=O)Cc1ccc(C(=O)N2CCN(c3ccccc3OC)CC2)o1	0	-3	21	-4	0	16	2.0	9	-1
NC(=O)CN(C/C=C/c1ccccc1)C/C=C/c1ccccc1	-6	3	18	-3	9	11	0.6	15	-5
CCOC(=O)c1ccc(NC(=O)Nc2ccon2)cc1	-2	-14	-24	22	-16	53*	4.1	-12	-1
CN1CCc2c(n(CC(O)CNCc3ccccc3)c3ccccc23)C1=O (stereo unspecified)	-2	13	12	1	16	17	0.8	-1	10
O=C1c2ccccc2C(=O)C1(CO)c1ccccc1	-3	-1	4	3	29	-1	2.4	26	14
CCCc1cc(=O)[nH]c(SCC(=O)Nc2ccc(Cl)c(S(=O)(=O)N3CCOCC3)c2)n1	0	0	5	-1	-9	6	0.8	11	0
CCc1nc2sc3c(=O)n(N)cnc3c2c2c1COC(C)(C)C2	-2	·	2	1	-1	-26	-1.2	·	·
Cc1nc(C(=O)NCc2ccccc2)sc1C1(C)CC(c2cccnc2)=NO1 (stereo unspecified)	0	-5	-6	0	-39	-14	0.5	5	-17
Cc1cccc(CC(=O)Nc2cccnc2)c1	-3	-4	1	-5	-5	7	-1.3	-7	5
Cc1csc(NC(=O)CSc2nnc(Cn3c(=O)sc4ccccc43)n2-c2ccccc2)n1	-3	-3	3	-3	16	30	1.4	13	-4

At a glance, part of the list above:
SMILES	APJ ag	EBI2 block	tim23-1 inh	UPR XBP1 act	APJ antag	Mdm2-MdmX inh	CHOP UPR activ	CCR6 antag	CXCR6 block
O=C1c2ccccc2C(=O)C1(CO)c1ccccc1	-3	-1	4	3	29	-1	2.4	26	14
CCCc1cc(=O)[nH]c(SCC(=O)Nc2ccc(Cl)c(S(=O)(=O)N3CCOCC3)c2)n1	0	0	5	-1	-9	6	0.8	11	0
CCc1nc2sc3c(=O)n(N)cnc3c2c2c1COC(C)(C)C2	-2	·	2	1	-1	-26	-1.2	·	·
Cc1nc(C(=O)NCc2ccccc2)sc1C1(C)CC(c2cccnc2)=NO1 (stereo unspecified)	0	-5	-6	0	-39	-14	0.5	5	-17
Cc1cccc(CC(=O)Nc2cccnc2)c1	-3	-4	1	-5	-5	7	-1.3	-7	5
Cc1csc(NC(=O)CSc2nnc(Cn3c(=O)sc4ccccc43)n2-c2ccccc2)n1	-3	-3	3	-3	16	30	1.4	13	-4

Carrying on:
SMILES	APJ ag	EBI2 block	tim23-1 inh	UPR XBP1 act	APJ antag	Mdm2-MdmX inh	CHOP UPR activ	CCR6 antag	CXCR6 block
O=S(=O)(NCc1ccccc1)NCc1cccc(C(F)(F)F)c1	-4	5	3	1	-2	-9	-3.6	11	-9
O=C(NCC1CCCO1)C(C(=O)c1ccc(F)cc1)n1ccccc1=O (stereo unspecified)	1	-5	7	-2	-7	5	-1.2	7	-6
CCCCN(C(=O)CSc1nc2ccccc2n1CC)C1CCS(=O)(=O)C1 (stereo unspecified)	-4	1	3	0	14	-24	-0.1	5	2
CCOc1c(Cl)cc(/C=N/NC(N)=S)cc1OC	-2	-9	20	3	-1	0	-0.4	24	-5
CN1CCN(C(=O)Nc2ccccc2)CC1	0	2	-2	-3	-5	1	0.0	-11	0
COc1ccc(CCC(=O)N2CCN(c3ccccc3)CC2)cc1OC	1	7	7	1	-5	20	2.6	-1	4
O=C(COC(=O)/C=C/c1ccc(C(F)(F)F)cc1)NC(=O)NCc1ccco1	-3	19	-11	-5	-2	12	-1.8	3	-8
CC(=O)c1ccc(NC(=O)CCCCCn2nnc3ccccc3c2=O)cc1	-1	1	13	1	-26	21	-1.9	11	4
CCOC(=O)N1CCN(C(=O)c2ccc3c(=O)n(CCc4ccccc4)c(=O)[nH]c3c2)CC1	0	-17	8	0	-2	-11	-0.4	11	-9
O=C(CSC1=NS(=O)(=O)c2ccccc21)Nc1ccccc1	3	8	9	-1	16	16	5.1	45	18
CCCc1n[nH]c2c1/C(=N\O)CCC2	1	-6	2	1	-2	-10	-1.6	-27	-3
Nc1c(S(=O)(=O)c2ccccc2)csc1C(=O)O	-2	-4	5	-3	-11	10	-1.9	10	-2
O=C(CCCNC(=O)c1ccc(Cl)cc1)Nc1ncccc1O	-4	-22	9	1	-21	3	0.4	8	-5
CCc1ccc(C2c3[nH]c4ccccc4c3CCN2C(=O)CN2CCN(CC)CC2)cc1 (stereo unspecified)	-3	8	23	0	22	30	-1.5	5	8
Cc1ccc2c(c1)N(CCC(=O)NCCCOC(C)C)C(=O)C(C)O2 (stereo unspecified)	-3	3	8	0	1	15	-3.0	4	-1
O=C(CSCc1cc(=O)n2ccsc2n1)Nc1ccccc1	0	-9	9	-2	23	-9	1.1	-11	-3
O=C(CCC(=O)Nc1ccccc1)NNC(=O)c1ccccc1Cl	-3	-22	-2	0	16	3	-0.1	2	-2
COc1cc2c(cc1/C=C/C(=O)O)OC(C)C2 (stereo unspecified)	-2	-5	9	1	-31	5	-1.1	-5	4
O=C(C1CCCCC1)N1CCN(S(=O)(=O)c2ccc(Cl)cc2)CC1	-4	4	15	-5	14	3	-1.6	-11	5
CCCC(=O)Nc1ccc(C(=O)NNC(=O)c2cccc([N+](=O)[O-])c2)cc1	-1	3	2	-1	28	11	-0.6	9	6
N#Cc1c(-c2cccc([N+](=O)[O-])c2)nc2n(c1=O)CCS2	2	2	-41	0	11	6	0.8	2	-2
Cc1ccc(S(=O)(=O)N2CCN(C(=O)C3CCCC3)CC2)cc1C	-3	-5	24	-1	4	-21	0.2	11	0
O=S(=O)(NCCNS(=O)(=O)c1c(F)cccc1F)c1ccc2c(c1)OCCO2	-4	-14	13	-1	-11	-2	0.0	-2	-6
Cc1c(F)cccc1NS(=O)(=O)c1ccc(OCCNS(C)(=O)=O)cc1	1	-13	3	1	-10	16	-2.0	1	-10
COc1cc2cc(C(=O)N/N=C/c3ccc(F)cc3)[nH]c2cc1OC	-2	8	25	6	-5	-19	1.4	-8	6
Cc1cc(C)nc(NC(=O)c2csnn2)c1	-4	-14	9	-1	-5	-3	-1.4	-4	-4
COc1ccc(C(O)(C(=O)NNc2ccc(C)cc2)c2cccs2)cc1 (stereo unspecified)	-20	-3	20	0	31	22	1.8	13	-3
Cc1ccc(NC(=S)N(CCN(C)C)C(C)c2ccco2)c(C)c1 (stereo unspecified)	-2	-1	7	-1	2	14	1.8	-1	2
CCOC(=O)CNC(=O)CSc1nnc(-c2cccc(C)c2)n1-c1ccc(OC)cc1	-4	2	13	-3	9	34	-2.2	7	12
COc1ccc(/C=C2/SC(=O)N(CC(=O)NCCC(C)C)C2=O)cc1OC	-1	0	20	3	-14	19	1.3	5	2

From PubChem
